# Bioassay records: PubChem, several laboratories
# BoNT A protease – BoNT A light chain protease inhibition | multiplex microsphere protease substrate cleavage, flow cytometry | inhibition, % at 10 µM | actives 0.17% (n = 360,000); also: plate controls were buffer without enzyme for full effect and enzyme alone for no effect
# VHR inh abs – DUSP3 (human) phosphatase inhibition; inhibition, % at 13.3 µM; actives 0.52% (n = 290,000); recombinant VHR phosphatase, pNPP absorbance; in the data active = inhibition above about 50%; also: some compounds called inactive have numbers as strong as hits
# Target sequence (P51452 whole entry, looked up): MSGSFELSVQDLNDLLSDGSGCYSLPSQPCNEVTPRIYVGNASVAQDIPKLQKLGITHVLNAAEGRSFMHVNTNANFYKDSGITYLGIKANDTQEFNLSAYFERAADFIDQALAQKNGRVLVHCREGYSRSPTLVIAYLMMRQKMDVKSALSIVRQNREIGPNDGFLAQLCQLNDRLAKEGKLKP
# 3CLpro inhibitor – SARS-CoV 3CLpro protease inhibition. P0C6X7. inhibition, % at 6 µM. recombinant SARS-CoV 3CLpro, quenched FRET peptide cleavage. actives 0.14% (n = 290,000); in the data active = inhibition above about 12%
# BH1578 lux ind – quorum light induction in luxS cqsA deficient V. cholerae. V. cholerae BH1578 lux reporter, luminescence, 6 h. activation, % at 18.7 µM. actives 0.16% (n = 350,000). AID 588436; in the data active = activation mostly above about 9.7%, no sharp cut-off; inconclusive = no clear call, values can overlap the other calls; inactive = mostly below about 3.7%; also: not every result past the cut was called active; inactives centre near 0; reference of the scale not given here
# PfHsp40 yeast – rescue of PfHsp40-mediated yeast toxicity; growth rescue, % at 12.5 µM; S. cerevisiae expressing PfHsp40, growth rescue, ATP luminescence; actives 0.68% (n = 340,000); in the data active = growth rescue above about 28%, passing the limit was not always enough; inconclusive = no clear call, values can overlap the other calls;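 also: yeast W303a lacking pdr1 and pdr3 grown in galactose medium; growth measured after three days at 30 °C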
# Anthrax LF inh2 – inhibitors of Bacillus anthracis lethal factor protease | inhibition, % at 10 µM | AID 588501 | actives 0.12% (n = 360,000) | multiplex microsphere protease cleavage assay, LF | P15917; also: plate controls were buffer without enzyme for full effect and enzyme alone for no effect
# Target sequence (P15917 whole entry, looked up): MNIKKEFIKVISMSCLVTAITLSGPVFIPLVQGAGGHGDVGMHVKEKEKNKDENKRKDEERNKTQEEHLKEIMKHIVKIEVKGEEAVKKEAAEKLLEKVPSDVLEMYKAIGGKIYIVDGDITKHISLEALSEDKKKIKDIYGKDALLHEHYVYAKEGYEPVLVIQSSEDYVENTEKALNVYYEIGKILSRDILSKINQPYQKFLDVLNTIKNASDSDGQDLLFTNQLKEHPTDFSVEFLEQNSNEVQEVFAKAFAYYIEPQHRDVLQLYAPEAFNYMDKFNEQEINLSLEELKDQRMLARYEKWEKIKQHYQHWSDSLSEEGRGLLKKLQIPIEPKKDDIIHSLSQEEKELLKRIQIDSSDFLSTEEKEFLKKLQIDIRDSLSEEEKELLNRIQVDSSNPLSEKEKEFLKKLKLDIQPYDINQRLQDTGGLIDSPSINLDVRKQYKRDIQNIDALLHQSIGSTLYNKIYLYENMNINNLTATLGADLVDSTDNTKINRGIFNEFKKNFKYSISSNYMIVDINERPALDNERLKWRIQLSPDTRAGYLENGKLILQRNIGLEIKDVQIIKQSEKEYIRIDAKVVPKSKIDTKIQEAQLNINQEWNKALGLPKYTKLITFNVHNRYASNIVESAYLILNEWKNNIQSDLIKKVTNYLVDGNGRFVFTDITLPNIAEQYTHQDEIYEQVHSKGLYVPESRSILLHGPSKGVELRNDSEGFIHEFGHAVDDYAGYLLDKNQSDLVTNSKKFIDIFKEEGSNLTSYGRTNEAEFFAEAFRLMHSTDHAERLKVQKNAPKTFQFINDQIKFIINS
# Y pestis TopoI – inhibitors of Yersinia pestis topoisomerase I. activity, % at 10 µM. AID 504884. actives 0.064% (n = 360,000). Y. pestis Topo-I cleavage product accumulation, plate reader; in the data active = activity above about 50%, passing the limit was not always enough; inconclusive = no clear call, values can overlap the other calls; also: inactives centre near 2
# SSB-PriA inh – K. pneumoniae PriA-SSBct interaction inhibition. inhibition, % at 33 µM. actives 0.6% (n = 430,000). AlphaScreen SSBct-PriA binding, biotinylated peptide; in the data active = inhibition mostly above about 37%, no sharp cut-off; inactive = mostly below about 20%;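 also: plate controls were negative control peptide for no effect and reference peptide for full effect; strong numbers were not always called active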
# CCHFV vOTU inh – CCHFV vOTU protease inhibition | Pep-AMC fluorescence | inhibition, % at 11.5 µM | actives 0.55% (n = 370,000) | AID 651958; in the data active = inhibition above about 30%; also: 0% = vehicle wells with enzyme and 100% = no enzyme wells
# TcdB inh – TcdB glycohydrolase inhibition; actives 0.24% (n = 350,000); inhibition, % at 9.99 µM; TcdB glycohydrolase enzymatic assay, plate reader; P18177; in the data active = inhibition above about 10%
# * = called active by the depositor; i = inactive; ? = inconclusive; · = not tested or not shown; & = joins results of further samples. Rule as the data show it, unless noted: active = inhibition above about 30%; inconclusive = no clear call, values can overlap the other calls; inactive = below that. Some of the compounds tested, so the mix of outcomes need not match the whole.
SMILES,BoNT A protease,VHR inh abs,3CLpro inhibitor,BH1578 lux ind,PfHsp40 yeast,Anthrax LF inh2,Y pestis TopoI,SSB-PriA inh,CCHFV vOTU inh,TcdB inh
CCn1cc(S(=O)(=O)NCc2ccc3c(c2)OCO3)cn1,-1.5,-2,3,i,0.1,2,-8,-8,-1,1.0
O=c1[nH]c(=O)n(C2CC(O)C(CO)O2)cc1I (configuration not stated),-0.1,·,·,i,-0.6,-1,-8,-21,-7,0.6
O=C1COc2ccc(NC(=O)N3CCN(c4ccc(F)cc4)CC3)cc2N1,1.4,25,7,i,0.3,-4,2,-6,-6,·
CCCCCn1c(CN2CCN(C)CC2)nc2c1c(=O)n(C)c(=O)n2C,-0.2,5,1,i,-0.8,-4,1,-9,1,-2.2
O=C(O)c1ccc(N2C(=O)CC(N3CCN(c4ccc(Cl)cc4)CC3)C2=O)cc1 (configuration not stated),0.1,-23,3,2.3,-0.9,-9,-4,-10,7,-1.0
COc1cccc(CN(C)C(=O)c2ccc(Oc3ccccc3)cc2)c1OC,-4.5,-3,0,-0.2,2.7,-2,42,-16,1,0.8
COC(=O)[C@H](Cc1ccccc1)NC(=O)Cn1cnc2c(NCc3ccccc3)ncnc21,-0.5,·,·,-1.0,-0.3,-9,7,-8,2,0.5
CCCCc1cc(=O)oc2cc(C)cc(OC(C)C(=O)NCc3ccncc3)c12 (configuration not stated),-0.2,17,-1,-0.7,-0.2,-2,6,-1,-20,1.2
COc1cc([N+](=O)[O-])ccc1NC(=O)CCCOc1cc(C)ccc1C,-0.9,22,-2,-0.3,-1.8,0,-4,5,2,3.7
Cc1cc(/C=C2/C(=O)NC(=O)N(c3ccccc3)C2=O)c(C)n1-c1ccc(F)cc1,0.2,·,3,6.9,1.1,-5,37,0,1,·

# Whole records as entered above.
# CCCCCn1c(CN2CCN(C)CC2)nc2c1c(=O)n(C)c(=O)n2C in the list: BoNT A protease = -0.2; VHR inh abs = 5; 3CLpro inhibitor = 1; BH1578 lux ind = i; PfHsp40 yeast = -0.8; Anthrax LF inh2 = -4; Y pestis TopoI = 1; SSB-PriA inh = -9; CCHFV vOTU inh = 1; TcdB inh = -2.2
# COc1cccc(CN(C)C(=O)c2ccc(Oc3ccccc3)cc2)c1OC in the list: BoNT A protease = -4.5; VHR inh abs = -3; 3CLpro inhibitor = 0; BH1578 lux ind = -0.2; PfHsp40 yeast = 2.7; Anthrax LF inh2 = -2; Y pestis TopoI = 42; SSB-PriA inh = -16; CCHFV vOTU inh = 1; TcdB inh = 0.8

# Going on with the list:
SMILES,BoNT A protease,VHR inh abs,3CLpro inhibitor,BH1578 lux ind,PfHsp40 yeast,Anthrax LF inh2,Y pestis TopoI,SSB-PriA inh,CCHFV vOTU inh,TcdB inh
CNC(=O)COc1ccc(-c2nn(C)c(=O)c3ccccc23)cc1,-0.3,24,0,-0.7,-1.1,-2,2,-4,-4,·
O=C(Cc1cccs1)N1CCCC(c2nc3c(nnn3Cc3ccccc3Cl)c(=O)[nH]2)C1 (configuration not stated),0.7,40,-3,-0.3,1.7,-2,45,2,3,·
CCN(CC)CCCn1c(SCC(=O)Nc2cccc(F)c2)nnc1-c1ccoc1C,-0.2,36,6,-1.6,0.4,-1,3,-10,4,-5.0
COc1cc(OC)cc(C(=O)NNC(=O)CCC(=O)c2cccs2)c1,-1.3,-19,0,i,-0.4,-2,5,-3,-3,-0.9
COC(=O)c1ccc(NS(=O)(=O)c2ccc(SC)cc2)cc1,1.5,-9,1,-5.3,6.3,4,6,5,-14,·
COc1ccc(S(=O)(=O)N(C)CC(=O)N2CCCC2)cc1Cl,-0.1,23,1,-0.2,-2.4,-1,12,-1,-12,-0.9
COCCOCC(O)CN1CCN(c2ccc(C)cc2)CC1 (configuration not stated),-0.3,5,1,-7.1,-0.2,-1,3,-18,9,·
CCOc1cccc(C2C(C#N)=C(N)Oc3cc(C)[nH]c(=O)c32)c1OCC (configuration not stated),-1.9,-4,2,-3.1,0.6,-3,3,-18,5,0.7
COc1ccc(C)cc1S(=O)(=O)N(C)CC(=O)N1CCC(C)CC1,0.3,-9,-1,-0.6,0.4,-2,3,6,-2,1.2
COc1cccc(NC(=O)Nc2ccc3c(c2)nc(C)n3C)c1,-0.7,20,-2,-0.3,0.1,0,0,-5,-12,1.1
CN(Cc1ccc2c(c1)CCCN2C)C(=O)[C@H]1O[C@@H](n2ccc(=O)[nH]c2=O)[C@H](O)[C@@H]1O,0.9,·,·,·,·,3,·,·,1,-1.5
COc1ccccc1NC(=O)Nc1sccc1-c1nc2ccccc2s1,0.5,16,11,i,·,0,2,1,13,0.9
CNC(=O)OCc1nc(SC2CCCCO2)n(C)c1COC(=O)NC (configuration not stated),0.1,·,·,·,·,-3,·,·,-1,0.5
Cc1cc(C(F)(F)F)nn1Cc1ccc(C(=O)NCc2ccco2)o1,1.0,4,6,i,1.3,-1,2,0,6,·
COc1ccc(/C=C2\CCCC3C2=NN(C(=O)c2scnc2C)C3c2ccc(OC)c(OC)c2)cc1OC (configuration not stated),-0.1,-2,4,-0.4,0.5,-1,21,6,0,·
COc1ccccc1C1(CC(=O)O)CCOC(C(C)C)C1 (configuration not stated),-0.1,-5,1,-0.9,-1.2,-2,-2,-13,6,·
O=C(CSc1nnc(NC2CC2)s1)Nc1ccc(N2CCOCC2)cc1,0.0,·,·,i,0.6,4,1,4,10,0.6
Cc1ccc([N+](=O)[O-])cc1N=Cc1ccc(Br)s1,0.4,3,0,-0.2,2.7,-5,2,-6,11,1.5
CC1CCN(CCCNC(=O)c2ccc(CS(=O)(=O)Cc3ccccc3F)o2)CC1,-0.3,9,-4,0.1,0.7,0,4,-11,6,·
CC(C)CC1NC(=O)N(CC(=O)Nc2ccc(-c3ccccc3)cc2)C1=O (configuration not stated),1.0,·,·,i,-0.3,-3,0,-5,6,0.2
Cc1cc(Nc2cccc(F)c2)n2ncnc2n1,-1.3,15,-3,-0.2,-1.3,-9,5,-11,7,0.0
COc1cc2c(cc1OC)C(=O)C(c1ccc3c(c1)OCO3)CC2 (configuration not stated),-0.3,·,·,i,·,-7,1,·,-13,0.4
Cc1ccc(CCNS(=O)(=O)c2cc3c(cc2C)n(C)c(=O)c(=O)n3C)cc1,-0.9,33,3,-0.2,0.1,-3,8,-1,12,1.8
C=CCn1c(CSCc2ccc(Cl)cc2)nnc1SCC(=O)NCc1ccccc1,0.3,-2,-1,-17,-0.9,2,33,-13,1,·
CC(NC(=O)CCn1ccc2cc(S(=O)(=O)N3CCCC3)ccc21)c1ccccc1 (configuration not stated),0.0,43,-2,i,1.4,-5,13,-4,-3,2.0
Cc1ccc2sc(-c3ccc(NC(=O)c4cc(-n5cnnc5)ccc4Cl)cc3)nc2c1,0.1,-4,-5,i,2.0,-3,18,9,-29,·
COc1ccc(CC(=O)OC(C)C(=O)NC2CCCCC2C)cc1 (configuration not stated),-5.5,·,·,0.7,-1.0,1,5,-12,-5,-6.2
COc1ccc(C(CNC(=O)c2ccco2)N2CCCC2)cc1 (configuration not stated),-11,·,·,-2.0,0.0,13,-6,-4,-5,0.2
Cc1cc(N=CC2=C(O)CC(C)(C)CC2=O)no1,0.0,12,0,i,-0.5,0,-5,-16,3,·
C[n+]1ccc(/C=N/Nc2nc(Cl)c(C#N)c(Cl)c2Cl)cc1,0.1,17,-9,-1.4,-1.6,-7,-16,·,10,0.9
Cc1cc(=O)oc2cc(OCC(=O)NCc3cccnc3)ccc12,-1.7,4,-1,1.7,0.9,-3,-1,-5,-4,·
COc1ccc(-c2csc(NC(=O)c3c(C)noc3C)n2)cc1OC,0.2,·,·,-0.4,·,0,1,·,5,0.7
Cc1cc(Cl)nc(N)n1,0.0,7,4,-0.1,-1.3,-1,-1,-14,-1,·
Cc1ccccc1NC(=O)NC1(C(=O)N2CCN(C)CC2)CCCCC1,-5.8,39,-8,i,-1.0,-4,5,-7,1,1.1
CCOc1cc(/C=C\c2[nH]c(=O)[nH]c(=O)c2[N+](=O)[O-])ccc1OC(C)CC (configuration not stated),·,16,6,·,·,·,·,1,-11,·
C/C(=C/C(=O)NCc1ccccc1)C(=O)O,-0.1,19,3,-0.3,0.1,-6,-3,-7,-1,·
CCn1c2ccccc2c2cc(NC(=O)c3coc(=O)c(Br)c3)ccc21,·,13,0,-0.4,·,·,-8,·,-17,-1.3
FC(F)=C(F)CCSc1ncn[nH]1,-1.0,7,2,-0.3,-1.1,-1,8,-1,-2,4.8
COc1cccc(C(=O)NCC(=O)N/N=C/c2cccs2)c1,-0.5,-17,3,-0.6,3.2,0,5,·,2,-0.3
Cc1nc2ccc(Cl)cc2[nH]1,-0.8,·,·,-7.1,-0.2,-7,3,1,2,0.9
Cc1ccc(Nc2nc(N)c3ccccc3n2)cc1Cl,0.2,19,-3,0.8,-2.6,2,-10,16,19,2.4
O=[N+]([O-])c1cccc(/C=N/NC2=NCCCCC2)c1,-0.4,0,0,i,-0.4,0,-8,·,2,0.3
O=C(COC(=O)Cc1ccsc1)Nc1ccc(Cl)cn1,0.4,·,·,-0.3,-0.3,-5,-5,-13,12,0.0
Cc1c(C(=O)c2ccccc2)c2ccccc2n1C,-6.0,23,-3,-0.9,-0.7,-3,9,3,-1,1.7
COc1ccccc1OCC(=O)NCc1n[nH]c(=O)c2ccccc12,·,·,·,-0.3,0.4,·,8,-11,4,7.3
COc1ccccc1CNC(=O)C(C)Sc1ccc(C)cc1 (configuration not stated),0.8,12,6,-0.2,0.3,1,13,-16,0,0.0
Cc1nn(C)c(C(=O)NNC(=S)NCC(C)C)c1Cl,-0.3,-11,1,-0.3,0.6,-1,1,-5,25,·
Cc1ncc([N+](=O)[O-])n1CC(=O)Nc1ccc(OC(F)(F)Cl)cc1,0.8,4,0,-0.5,-0.3,-1,-1,3,6,-0.8
C[C@]12CCC3C(C[C@@H](O)[C@H]4C[C@@H](O)CC[C@]34C)C1CC[C@@H]2O (some centres not stated),-0.1,·,·,-0.8,-1.2,-10,6,-6,2,0.2
CSc1ccc(/C=C(/Sc2nnc(-c3ccccc3)o2)C(=O)O)cc1,0.7,9,7,-0.5,-0.3,-4,-2,-16,-13,-0.8

# The results go on:
SMILES,BoNT A protease,VHR inh abs,3CLpro inhibitor,BH1578 lux ind,PfHsp40 yeast,Anthrax LF inh2,Y pestis TopoI,SSB-PriA inh,CCHFV vOTU inh,TcdB inh
Nc1nonc1C(=O)N/N=C/c1cc2c(cc1Br)OCO2,1.6,-16,2,-0.4,-1.9,1,-4,·,-4,-0.7
CC(=O)Nc1c(Cl)cnn(-c2ccccc2)c1=O,·,·,·,i,·,·,-10,-9,21,0.4
CC12CCC(=O)N1C(C(=O)NCCc1ccc(F)cc1)CS2 (configuration not stated),-2.4,47,1,i,-0.5,-2,0,3,4,0.7
CC(=O)c1cccc(NC(=O)CSc2nc3ccccc3c(=O)n2CCCN2CCOCC2)c1,1.1,·,·,i,-0.4,-1,11,2,-6,0.6
O=C1OC(c2ccccc2)=C/C1=C/N1CCCCC1,0.2,6,-2,-0.4,0.1,-5,-13,-8,0,-0.3
COc1ccccc1CN(C)C[C@@H]1OCc2cnnn2CCCC(=O)N([C@H](C)CO)C[C@H]1C,-0.3,·,·,-2.4,·,-1,-3,·,12,-1.8&-0.2
O=C(CSc1nnc(NC(=O)C2CC2)s1)Nc1ccccc1Cl,1.0,13,-4,-0.4,-1.0,-3,-4,-6,-7,-0.8
COc1cccc(C(=O)NCC(c2ccco2)N2CCOCC2)c1 (configuration not stated),1.6,·,·,i,5.9,-3,-9,0,0,1.7
Cc1cc(C)nc(SC(C)C(=O)Nc2ccc(S(N)(=O)=O)cc2)n1 (configuration not stated),?,17,1,i,0.1,1,-14,-18,-7,·
Cc1cc(NC(=O)c2cc(-c3ccccc3C)nc3ccccc23)no1,-0.7,-11,6,0.3,2.1,1,2,15,14,1.0
